Gli-Sufu block = blocks Gli-Sufu signaling in a luciferase reporter; inhibition, % at 5 µM; Sufu-KO-LIGHT fibroblasts, Gli luciferase reporter luminescence; 340,000 tested, 0.74% active;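 active means inhibition above about 55%, limit read from the data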;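 further: 0% = DMSO-treated cells and 100% = wells with medium but no cells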
CCR6 antag = blocks CCL20-driven beta-arrestin recruitment at human CCR6; 340,000 tested, 0.49% active; CHO-K1 CCR6 PathHunter beta-arrestin, luminescence, CCL20-stimulated; inhibition, % at 20 µM; P51684;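 active means compounds whose inhibition of the agonist-driven luminescence signal at 20 µM reaches about 50%, limit read from the data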;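 further: cells stimulated with CCL20 at 14 nM final; plate controls were DMSO with CCL20 for no effect and DMSO without agonist for full effect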
Target sequence (P51684 whole entry, looked up): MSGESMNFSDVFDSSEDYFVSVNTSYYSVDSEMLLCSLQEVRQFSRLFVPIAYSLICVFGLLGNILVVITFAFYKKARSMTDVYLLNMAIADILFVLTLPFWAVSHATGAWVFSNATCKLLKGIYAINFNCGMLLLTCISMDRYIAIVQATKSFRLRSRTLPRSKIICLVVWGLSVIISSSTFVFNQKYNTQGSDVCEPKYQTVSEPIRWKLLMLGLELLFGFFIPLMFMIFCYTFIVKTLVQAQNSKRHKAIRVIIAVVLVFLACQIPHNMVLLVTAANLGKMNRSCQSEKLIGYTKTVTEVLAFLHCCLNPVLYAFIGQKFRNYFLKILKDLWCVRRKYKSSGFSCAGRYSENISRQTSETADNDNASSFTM
A3G deaminase = blocks human APOBEC3G single-stranded DNA deamination; recombinant A3G, ssDNA deamination FAM/TAMRA fluorescence; 330,000 tested, 0.28% active; inhibition, % at 20 µM;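 active means inhibition of at least 40% at 20 µM, with no more than 30% in the related APOBEC3A deaminase screen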;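 further: plate controls were DMSO wells with A3G for no effect and wells lacking A3G enzyme for full effect; some compounds called inactive have numbers as strong as hits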
Target sequence (Q9HC16 whole entry, looked up): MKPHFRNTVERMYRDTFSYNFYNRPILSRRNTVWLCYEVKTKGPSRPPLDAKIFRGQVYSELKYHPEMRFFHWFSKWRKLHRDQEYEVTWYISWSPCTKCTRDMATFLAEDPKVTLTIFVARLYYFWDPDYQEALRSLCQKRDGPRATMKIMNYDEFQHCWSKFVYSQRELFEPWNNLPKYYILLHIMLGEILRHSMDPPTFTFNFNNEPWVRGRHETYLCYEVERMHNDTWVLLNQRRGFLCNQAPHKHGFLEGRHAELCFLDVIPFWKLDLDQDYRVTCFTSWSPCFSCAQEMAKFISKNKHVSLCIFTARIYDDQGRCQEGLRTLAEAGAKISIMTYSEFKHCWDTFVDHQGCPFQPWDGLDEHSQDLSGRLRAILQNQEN
GRIN3A LBD mod = modulates the human NR3A ligand-binding domain | AID 1259313 | Tm shift relative to glycine control, % at 25 µM | 340,000 tested, 2.5% active | NR3A LBD differential scanning fluorimetry, Tm shift; 0% = protein alone, 100% = glycine-bound protein;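 active means melting temperature shift of at least 10% of the positive control shift, at one fixed dose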
CXCR6 inh = inhibitors of human CXCR6 receptor; O00574; CHO-K1 PathHunter CXCR6 beta-arrestin, luminescence; inhibition, % at 20 µM; 360,000 tested, 0.36% active; in the data active means inhibition above about 34%, passing the limit was not always enough;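 further: antagonist mode with CXCL16 agonist at 10 nM final; 0% = 10 nM CXCL16 with DMSO and 100% = unstimulated wells without agonist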
EBI2 antag = EBI2 (human) antagonism; P32249; EBI2 beta-arrestin recruitment, luminescence, 7a,25-OHC stimulated; inhibition, % at 5 µM; AID 651636; 360,000 tested, 0.81% active; in the data active means inhibition above about 38%;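 further: enzyme fragment complementation signal reports receptor beta-arrestin coupling in cells; 0% = agonist plus DMSO wells and 100% = wells without agonist; some results beyond the cut were filed as inactive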
MPTP block = permeability transition pore inhibition; isolated mouse mitochondria, Ca2+ swelling absorbance, 30 min; 360,000 tested, 1.4% active; inhibition, % at 10 µM;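 active means inhibition of 50% or more, scaled per plate between neutral and stimulator controls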;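 further: 0% = DMSO wells given calcium and 100% = 1 mM EGTA wells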
A3A deaminase = human APOBEC3A DNA deaminase inhibition; P31941; recombinant A3A, FAM/TAMRA ssDNA deamination fluorescence; inhibition, % at 20 µM; 330,000 tested, 0.41% active; AID 493011;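 active means at least 40% inhibition at 20 µM here, with at most 30% in a related deaminase screen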;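 further: plate controls were A3A with DMSO for no effect and wells lacking A3A enzyme for full effect; some results filed as inactive read as strong as hits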
Target sequence (P31941 whole entry, looked up): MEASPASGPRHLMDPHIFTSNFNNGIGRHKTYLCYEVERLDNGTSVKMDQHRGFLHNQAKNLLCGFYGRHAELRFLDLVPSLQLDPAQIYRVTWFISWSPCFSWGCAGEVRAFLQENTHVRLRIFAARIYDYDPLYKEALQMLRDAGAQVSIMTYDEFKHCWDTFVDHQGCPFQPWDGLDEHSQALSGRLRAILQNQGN
* hit, by the source's call; x = not tested or not shown.

SMILES | Gli-Sufu block | CCR6 antag | A3G deaminase | GRIN3A LBD mod | CXCR6 inh | EBI2 antag | MPTP block | A3A deaminase
CC(C)Oc1cccc(C(=O)Nc2ccccc2N2CCOCC2)c1 | -5 | 3 | -2 | 1 | -1 | 17 | -2.9 | -2
Cn1c(N)c(C(=O)COC(=O)Cc2ccccc2F)c(=O)n(C)c1=O | 5 | 2 | -2 | 1 | -8 | 6 | -1.0 | -2
COc1cc(OC)cc(C(=O)OCC(=O)c2ccc(S(=O)(=O)N3CCCCC3)cc2)c1 | 96* | 32 | 3 | 4 | 23 | 14 | 1.3 | 2
COc1cc(OC)nc(Oc2ccccc2C(=O)Oc2ccc(Cl)cc2)n1 | 9 | 22 | 0 | 2 | 11 | 21 | -0.9 | 0
CC1CCCC(NC(=O)C2CCN(S(=O)(=O)c3cccc4nonc34)CC2)C1C (centres undefined) | -12 | 17 | -7 | 1 | 2 | -8 | -1.9 | -3
Cc1ccccc1Nc1ccc(S(=O)(=O)N2CCOCC2)cc1[N+](=O)[O-] | 8 | 9 | -11 | 0 | 4 | -6 | -0.4 | -2
CCn1nc(NC(=O)CC(C)C)c2cc3cccc(C)c3nc21 | 5 | -4 | 1 | x | -6 | 0 | 0.6 | 0
C(=N\NCc1ccccc1)/c1ccc2nccnc2c1 | -62 | 7 | -3 | 4 | -10 | -1 | 1.1 | -2
O=C(COC(=O)C1CCN(S(=O)(=O)c2c(Cl)cccc2Cl)CC1)NCc1ccco1 | -10 | 13 | -7 | 3 | 10 | -4 | -1.6 | 3
COc1ccccc1CCC(=O)OCC(=O)Nc1c(C)nn(-c2ccccc2)c1C | -3 | 6 | 5 | 0 | 11 | 1 | 0.6 | 1
N#C/C(=C\c1ccncc1)c1nc2c(s1)CCCC2 | -1 | 7 | -2 | -2 | 2 | 0 | -1.1 | 1
Cc1ccc(-c2csc3ncnc(SCC(=O)NCC4CCCO4)c23)cc1 (centres undefined) | 7 | 14 | -5 | -1 | 8 | 14 | -0.2 | -3

Entries of single compounds, looked up by structure. Order of values: Gli-Sufu block	CCR6 antag	A3G deaminase	GRIN3A LBD mod	CXCR6 inh	EBI2 antag	MPTP block	A3A deaminase
CC(C)Oc1cccc(C(=O)Nc2ccccc2N2CCOCC2)c1 in the list: -5	3	-2	1	-1	17	-2.9	-2
COc1ccccc1CCC(=O)OCC(=O)Nc1c(C)nn(-c2ccccc2)c1C in the list: -3	6	5	0	11	1	0.6	1
C(=N\NCc1ccccc1)/c1ccc2nccnc2c1 in the list: -62	7	-3	4	-10	-1	1.1	-2
Cn1c(N)c(C(=O)COC(=O)Cc2ccccc2F)c(=O)n(C)c1=O in the list: 5	2	-2	1	-8	6	-1.0	-2

More structures follow.
SMILES | Gli-Sufu block | CCR6 antag | A3G deaminase | GRIN3A LBD mod | CXCR6 inh | EBI2 antag | MPTP block | A3A deaminase
C[C@H](CO)N1C[C@H](C)[C@@H](CN(C)S(=O)(=O)c2cccs2)Oc2c(NS(=O)(=O)c3ccc(F)cc3)cccc2C1=O | 2 | 0 | -6 | -1 | -3 | 3 | 0.8 | -3
COc1ccc(NC(=O)c2c(C)oc3c2CCCC3)cc1 | -8 | 17 | -1 | 4 | 7 | 4 | -0.6 | 0
CN(C)S(=O)(=O)c1cccc(NC(=O)CCc2nc3sc4c(c3c(=O)[nH]2)CCCC4)c1 | 12 | 16 | -5 | -6 | -1 | 4 | 2.6 | -4
CC(C)[C@H](NC(=O)c1ccccc1Cl)C(=O)OCc1cc([N+](=O)[O-])cc2c1OCOC2 | -8 | 6 | -3 | -4 | 8 | -5 | 3.0 | 2
CC(C)CC(NC(=O)c1cccc(Cl)c1)C(=O)O (centres undefined) | 5 | 2 | -6 | 0 | -4 | -6 | -0.9 | 1
O=C1C(=O)N(C2CCS(=O)(=O)C2)C(c2cccc(O)c2)/C1=C(/O)c1ccc(Cl)cc1 (centres undefined) | -2 | 14 | -3 | -1 | -9 | -17 | -1.4 | -8
CC(=O)c1cccc(-n2nnnc2SCC(=O)N2CCCC2)c1 | 3 | -29 | 1 | 1 | 0 | -11 | -1.9 | 0
CN(C(=O)c1ccc(NC(=O)Cc2cccc(NC(=O)C3CCCN(C(=O)C4CCCCC4)C3)c2)cc1)C1CCCC1 (centres undefined) | -5 | 0 | -3 | -1 | 4 | -20 | 0.5 | -3
C=CCn1c(=O)c2ccccc2n2c(SC(C)C(=O)Nc3nc(-c4ccccc4)cs3)nnc12 (centres undefined) | 2 | -14 | -5 | -14 | 4 | -1 | -0.3 | -1
CC1CN(C(=O)COC(=O)c2ccc(NC(=O)CC#N)cc2)CC(C)O1 (centres undefined) | -3 | 4 | 7 | 5 | -2 | -3 | 0.8 | -5
COc1ccc(NC(=O)C2C(c3ccccc3)C2(Cl)Cl)cc1 (centres undefined) | -3 | -8 | -9 | -6 | -3 | 0 | 31 | -2
CO/N=C(/CNC(=O)c1cccc(Cl)c1)c1ccc(Cl)cc1 | -17 | -7 | -2 | -8 | 2 | 9 | -5.6 | -1
Cc1ccc(C(=O)O/N=C2\CCCc3ccccc32)cc1 | 0 | 10 | 0 | 4 | -6 | 13 | -0.1 | -2
OCCC1CN(Cc2cccn2-c2ccccn2)CCN1C1CCCCC1 (centres undefined) | x | 16 | -3 | -2 | 12 | 1 | 0.3 | 1
COc1cccc(NC(=O)NNC(=O)CCc2ccc(O)c(O)c2)c1 | 1 | 4 | -2 | -2 | -19 | 4 | -1.1 | 3
Cc1c(N/C=C/C(=O)c2cccs2)c(=O)n(-c2ccccc2)n1C | 4 | 8 | -8 | -1 | -4 | -2 | -0.6 | -5
CN(CCc1cn[nH]c1)Cc1nc(C(c2ccccc2)c2ccccc2)no1 | 10 | 13 | -2 | -1 | -1 | -4 | 5.1 | -2
O=c1c2ccccc2nc(COc2ccccc2)n1/N=C/c1c[nH]c2ccccc12 | 2 | 9 | -2 | 25* | 6 | 9 | 3.3 | 1
CCCCOC(=O)Nc1nnc(SCCOc2ccc(C)cc2)s1 | -4 | -9 | -4 | -1 | -7 | -11 | 0.2 | -1
COC(=O)[C@@]1(Cc2ccccc2)[C@H]2C(=O)N(Cc3ccccc3)C(=O)[C@H]2[C@H]2CN=C(SCC3CC3)N21 | 13 | 15 | 14 | -3 | 8 | 9 | 4.6 | 35
CN1C=CC=C/C1=C1/SC(=S)N(Cc2ccccc2)C1=O | -2 | 18 | -1 | -1 | 8 | -8 | 0.2 | -4
O=C(COC(=O)c1ccccc1)NCCC1=CCCCC1 | -18 | 6 | -4 | -3 | 9 | -5 | -0.7 | 2
NC1=NC[C@@H](Cc2ccc(O)cc2)N1CCCCC1CCCCC1 | 47 | 6 | -2 | -2 | 4 | 3 | 60* | 3
CCCOc1ccc(N2C(=O)CC(N(O)c3ccccc3)C2=O)cc1 (centres undefined) | 5 | 11 | 0 | -2 | -5 | 15 | 1.9 | -2

Part of the list above, with two lines to a compound.
Every second line gives: Gli-Sufu block	CCR6 antag	A3G deaminase	GRIN3A LBD mod	CXCR6 inh	EBI2 antag	MPTP block	A3A deaminase
O=c1c2ccccc2nc(COc2ccccc2)n1/N=C/c1c[nH]c2ccccc12
    2	9	-2	25*	6	9	3.3	1
CCCCOC(=O)Nc1nnc(SCCOc2ccc(C)cc2)s1
    -4	-9	-4	-1	-7	-11	0.2	-1

Next compounds follow:
SMILES | Gli-Sufu block | CCR6 antag | A3G deaminase | GRIN3A LBD mod | CXCR6 inh | EBI2 antag | MPTP block | A3A deaminase
O=C(N/N=C/c1ccc([N+](=O)[O-])o1)c1cn(-c2ccccc2)nc1-c1ccc(Cl)cc1 | 8 | -8 | -5 | 34* | -17 | 14 | 14 | 2
C/C(=N\NC(=S)Nc1cccc(C)c1)c1cc2ccccc2o1 | 0 | 19 | 3 | -7 | -2 | 19 | 3.3 | 1
Cc1cccn2c(=O)c(/C=C(\C#N)C(=O)NCc3ccco3)c(N3CCCCC3)nc12 | 13 | 24 | 0 | -2 | 3 | 16 | -1.0 | 2
Nc1c(Cl)cnn(-c2ccccc2)c1=O | -3 | -4 | -8 | 1 | -2 | -7 | 1.9 | -1
CCOc1ccc(-c2cc(C(=O)N3CCC(C)CC3)c3ccccc3n2)cc1 | -22 | 12 | -7 | -1 | 9 | -9 | 1.0 | 5
CCc1cc(C(=O)N2CCCC(CO)(Cc3ccc(F)cc3)C2)n(C)n1 (centres undefined) | -17 | 5 | 21 | -3 | -8 | 0 | -2.2 | 3
CCCc1cc(=O)[nH]c(SCC(=O)N2CCN(S(=O)(=O)c3ccccc3)CC2)n1 | 0 | -10 | -3 | -1 | -5 | -6 | 5.8 | 0
COC(=O)C1CCN(c2ccc(C(N)=O)cc2[N+](=O)[O-])CC1 | -2 | 5 | -11 | -1 | 0 | -5 | 0.1 | -2
COc1ccc2[nH]c3c(N4CCc5ccccc5C4)ncnc3c2c1 | 49 | 2 | -3 | -1 | 14 | 1 | 81* | 1
Cc1nn(-c2ccccc2)c(C)c1/C=N/N1CCN(c2ccccc2)CC1 | 5 | -12 | -5 | 0 | -3 | 14 | 2.1 | -1
COc1cccc(C(=O)N2CCN=C2SC)c1 | 0 | 2 | -6 | 1 | -3 | -10 | 0.6 | -1
O=C(c1cc2ccccc2o1)N1CCC(N2CCC(C(=O)N3CCCC3)CC2)CC1 | -5 | -1 | -4 | -6 | -4 | 7 | -1.5 | -3
COCCCn1c(C)nnc1SCC(=O)NCc1ccco1 | -10 | -10 | -1 | 0 | -4 | -7 | 0.8 | 3
CC1Cc2ccccc2C(=O)N1 (centres undefined) | -3 | -2 | -5 | -1 | 5 | 4 | -2.6 | 1
O=C(COC(=O)CCc1nc2ccccc2c(=O)[nH]1)Nc1ccc(N2CCOCC2)cc1 | -13 | -5 | 3 | -1 | 7 | 2 | 0.2 | 0
O=C(Nc1ccccc1Br)c1cc[n+]([O-])cc1 | 25 | -1 | -3 | 2 | -3 | -8 | -1.4 | 1
CC1CN(C(=O)/C=C/c2ccccc2Cl)CC(C)O1 (centres undefined) | -11 | 16 | -4 | -1 | 5 | 9 | -0.3 | -6
COc1ccc2c(c1)C(=NNc1ccc(C(=O)O)cc1)c1cc(OC)ccc1-2 | -14 | 9 | -3 | 2 | 3 | 14 | 2.3 | 0
O=C(CNC(=O)c1cccc(S(=O)(=O)N2CCc3ccccc32)c1)Nc1ccccc1Br | 4 | 10 | x | 2 | 2 | 4 | 0.1 | x

Source: PubChem BioAssay (Sanford-Burnham Center for Chemical Genomics)
